# Assay outcomes from PubChem BioAssay.
# Bcl-xL primary – inhibitors of human Bcl-xL | hit rate 0.7% among 320,000 | Q07817 | GST-Bcl-xL / FITC-Bim BH3 peptide fluorescence polarization | inhibition, % at 10.9 µM;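 active = inhibition above the mean of all tested compounds plus 3 SD, cutoff set per campaign, cut at about 30% in these data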;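 note: 0% = DMSO wells and 100% = unlabeled Bim-BH3 peptide competitor; inhibitors lower millipolarization by displacing the labeled peptide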
# TPT1 inh – C. albicans TPT1 enzyme inhibition | AID 1962 | hit rate 0.81% among 300,000 | recombinant caTPT1, FP RNA substrate dephosphorylation | inhibition, % at 5 µM;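 active = inhibition above the mean of all tested compounds plus 3 SD, set per screening campaign, cut at about 24% in these data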;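 note: plate controls were DMSO alone for no effect and ferristatin control at 100 nM for full effect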
# MEX-5 binding – C. elegans MEX-5 TCR-2 RNA binding activity; hit rate 0.38% among 300,000; MEX-5/FITC-TCR2 RNA binding, fluorescence polarization; stronger effect = lower value; activity score (negative = inhibition of binding), % at 10 µM;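 active = inhibition past about -25% in most replicates, and total fluorescence under double the plate's negative control median, limit read from the data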;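 note: 0% = DMSO and -100% = 5 µM competing unlabeled TCR2 RNA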
# GLD-1 RNA inh – GLD-1-TGE RNA interaction inhibition (C. elegans). inhibition, % at 5.96 µM. AID 2280. purified GLD-1 + fluorescein TGE RNA, fluorescence polarization. hit rate 0.44% among 320,000;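 active = percent inhibition above a per-plate cutoff, the plate mean of test compounds plus 3 SD, cut at about 30% in these data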;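 note: 0% = DMSO wells with GLD-1 and probe and 100% = wells lacking GLD-1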
# PAD4 FP inh – PAD4 (human) enzyme inhibition; Q9UM07; recombinant PAD4, RCA probe fluorescence polarization; inhibition, % at 6.36 µM; hit rate 0.41% among 330,000; AID 485272;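 active = percent inhibition above a cutoff equal to the mean of all tested compounds plus 3 SD, cut at about 15% in these data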;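 note: 0% = PAD4 with RCA probe and DMSO and 100% = probe without PAD4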
# Target sequence (Q9UM07 whole entry, looked up): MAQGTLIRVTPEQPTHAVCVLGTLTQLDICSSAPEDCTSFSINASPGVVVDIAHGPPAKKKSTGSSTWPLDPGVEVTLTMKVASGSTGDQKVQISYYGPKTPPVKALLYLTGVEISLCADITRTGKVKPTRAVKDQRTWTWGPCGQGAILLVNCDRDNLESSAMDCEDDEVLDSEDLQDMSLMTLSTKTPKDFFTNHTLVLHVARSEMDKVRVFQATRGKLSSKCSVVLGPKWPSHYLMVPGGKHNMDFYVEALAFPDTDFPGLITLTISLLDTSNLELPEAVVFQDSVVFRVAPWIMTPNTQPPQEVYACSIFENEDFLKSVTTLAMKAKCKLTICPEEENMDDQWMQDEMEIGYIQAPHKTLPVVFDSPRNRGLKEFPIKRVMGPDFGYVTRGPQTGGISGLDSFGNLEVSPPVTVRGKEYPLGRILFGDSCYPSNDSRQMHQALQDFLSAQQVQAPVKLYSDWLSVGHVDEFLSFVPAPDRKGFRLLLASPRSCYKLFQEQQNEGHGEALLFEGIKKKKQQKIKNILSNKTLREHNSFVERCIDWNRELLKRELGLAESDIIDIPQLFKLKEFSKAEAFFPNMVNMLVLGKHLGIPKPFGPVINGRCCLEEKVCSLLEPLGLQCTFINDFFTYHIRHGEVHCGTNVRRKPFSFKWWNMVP
# PME-1 inh – PME-1 (human) inhibition. Q9Y570. recombinant PME-1, FP-Rh probe fluorescence polarization. inhibition, % at 5.9 µM. hit rate 0.53% among 320,000. AID 2130;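 active = inhibition above the campaign mean of all compounds plus 3 SD, cut at about 26% in these data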;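 note: competitive labeling of PME-1 active site by serine hydrolase directed probe; 0% = PME-1 with DMSO and 100% = wells lacking PME-1 enzyme; inhibitors block probe labeling so polarization falls and inhibition rises; many of its hits are not listed in these tables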
# GSTO1 counter – GSTO1 inhibition, counter-screen for RBBP9 inhibitors. inhibition, % at 5.96 µM. hit rate 1.1% among 300,000. P78417. recombinant GSTO1, activity-based probe fluorescence polarization;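 active = inhibition above the campaign mean inhibition plus 3 SD, cut at about 35% in these data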;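 note: 0% = GSTO1-1 with DMSO and 100% = wells lacking GSTO1-1 enzyme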
# Target sequence (P78417 whole entry, looked up): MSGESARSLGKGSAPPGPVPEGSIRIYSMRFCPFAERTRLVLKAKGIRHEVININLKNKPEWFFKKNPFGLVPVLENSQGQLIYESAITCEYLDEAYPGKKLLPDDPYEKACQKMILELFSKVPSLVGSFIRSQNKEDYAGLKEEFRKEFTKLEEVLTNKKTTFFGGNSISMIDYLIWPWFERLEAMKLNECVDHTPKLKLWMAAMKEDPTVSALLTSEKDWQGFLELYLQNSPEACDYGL
# Fam108B counter – Fam108B inhibition, counter-screen for RBBP9 inhibitors; recombinant Fam108B, FP-Rh probe fluorescence polarization; inhibition, % at 9.51 µM; hit rate 0.33% among 300,000; AID 1947;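 active = inhibition above the screen mean inhibition plus 3 SD, computed separately per campaign, cut at about 18% in these data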;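 note: inhibitors lower polarization as less probe binds the enzyme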
# MCL1 BIM primary – inhibitors of human MCL1 binding to BIM-BH3 peptide | GST-MCL1 / FITC-Bim-BH3 fluorescence polarization | Q07820 | inhibition, % at 10.9 µM | hit rate 0.68% among 320,000;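 active = inhibition above the mean inhibition of all tested compounds plus 3 SD, set per campaign, cut at about 40% in these data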;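 note: 0% = DMSO wells and 100% = unlabeled Bim-BH3 peptide control; higher means more loss of mP so more displacement of Bim peptide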
# * = called active by the depositor; . = not tested or not shown. Only part of the results is shown (hit frequency here may not be typical).
mol	Bcl-xL primary	TPT1 inh	MEX-5 binding	GLD-1 RNA inh	PAD4 FP inh	PME-1 inh	GSTO1 counter	Fam108B counter	MCL1 BIM primary
Cc1ccc(-c2[nH]c3ccccc3c2SCCNC(=O)c2cc3ccccc3oc2=O)cc1	5.7	-0.3	2.2	1.7	-1.2	2.9	-6.4	2.3	2.0
CCOCCCNC(=O)c1ccc(N(C)S(=O)(=O)c2ccc(OC)cc2)cc1	3.0	-3.2	.	0.8	0.0	2.6	2.8	-1.6	3.7
O=C(CSC(=S)N1CCCCC1)c1c(F)cccc1F	3.5	2.7	1.0	4.5	-0.5	0.3	-4.0	-2.1	5.1
O=C1N=c2ccccc2=C1c1c(O)n(-c2cccc(F)c2)[nH]c1=O	14.6	1.6	-1.1	0.1	-2.0	4.9	3.3	1.2	22.8
Cc1nn(Cc2ccc(C(=O)N3c4ccc(F)cc4CCC3C)o2)c(C)c1Br (stereo not drawn)	2.4	0.7	0.4	-7.4	-3.8	3.4	-3.9	-2.0	3.9
O=C1N(CC(=O)N2CCc3ccccc32)CCN1Cc1ccc(Cl)cc1	6.4	-5.8	.	3.1	-1.3	-2.3	12.4	0.6	-2.3
CC(C)Cn1c(SCC(=O)NCCCN2CCCC2=O)nc2ccccc21	-0.1	2.0	0.7	-0.6	-1.7	-1.0	4.5	-1.2	-5.5
CC(=O)c1cccc(NC(=O)c2cc(Cl)sc2Cl)c1	-2.3	-1.0	3.3	1.7	2.7	-0.2	-2.1	1.8	-0.8
Cc1ccc(OCCC(=O)OCC(=O)Nc2cc(C)cc(C)c2)cc1	2.3	-0.1	-0.2	7.2	-0.4	5.4	0.9	-0.1	2.1
COc1cc2c(cc1NC(=O)CSc1nnc(Cc3cccs3)n1Cc1ccco1)oc1ccccc12	-11.7	0.8	2.1	0.9	-0.8	-11.5	14.2	-9.4	-12.0
Cc1c(Cl)cccc1NC(=O)CSCC(N)=O	4.5	-4.5	-0.9	14.1	-2.4	6.7	1.8	-2.7	5.4
O=C(/C=C/c1ccco1)Nc1cccnc1Cl	10.3	1.4	-2.1	5.6	-2.1	-2.6	2.0	-0.5	11.9
CC(=O)N1CCN(C(=O)CCc2nc3sc4c(c3c(=O)[nH]2)CCCC4)CC1	7.0	-2.3	0.7	-2.7	-1.9	1.4	-1.2	1.0	8.1
CCn1cc(C(=O)N[C@@H](C)C(=O)OC)c(=O)c2cc3c(cc21)OCO3	-36.5	-1.9	-0.1	0.1	-2.4	-5.6	-0.2	5.1	0.1
CCCCN(CCCC)S(=O)(=O)c1ccc(NC(=O)CN2CCOCC2)cc1	1.7	-1.9	2.7	3.2	3.5	-0.7	4.7	0.5	0.5
N#Cc1ccc(S(=O)(=O)NCC(=O)OCC(=O)NCCc2ccccc2)cc1	-6.7	0.8	-2.1	-0.5	2.9	3.8	-3.5	0.5	-14.6
Cc1c(C(=O)c2ccc(F)cc2F)c2ccccn2c1CCC#N	100.5*	-34.9	-1.2	90.1*	8.8	1.9	39.1*	7.1	116.7*
CSc1nnc(C)c(=O)n1COC(=O)COc1ccc(Cl)cc1Cl	5.6	-2.0	-2.8	4.0	0.5	1.9	3.3	1.3	-0.3
O=C(NC1CCCCCCC1)c1ccc2c(c1)OCO2	5.2	-3.1	0.0	-1.7	1.7	-2.8	7.8	-1.4	5.8
N#CCCn1c(SCC(=O)Nc2ccc(N3CCOCC3)cc2)nc2ccccc21	-1.8	-2.1	-0.3	2.8	-1.6	-0.7	2.6	-1.0	-0.3
Cc1ccnc(NC(=O)CCC(=O)N(CC(=O)NCc2ccc(F)cc2)CC2CCCO2)c1 (stereo not drawn)	0.6	4.0	1.9	-9.8	-1.7	-1.4	-0.7	2.3	-7.5
Cn1c(=O)c2c(nc(SCCNS(=O)(=O)c3ccccc3)n2C)n(C)c1=O	5.2	3.5	0.9	3.6	-1.1	2.5	-7.4	-3.0	3.1
Cc1cc(N2C(=O)c3ccc(C(=O)NCc4ccccc4)cc3C2=O)no1	-4.0	0.3	.	-1.4	-2.7	0.9	0.2	0.2	-6.9
CCOc1ccc(CN(C)C(=O)c2ccc3c(c2)NC(=O)C(C)S3)cc1OC (stereo not drawn)	0.8	.	.	-6.0	0.4	1.8	.	.	7.9
CNC(=O)CCSSCCC(=O)NC	-0.1	8.4	-0.6	-10.1	-6.8	1.5	-6.2	0.9	1.2
COc1ccc(N(C)C(=O)c2ccc3snnc3c2)cc1	2.3	-0.4	-1.6	1.8	-1.3	-4.0	-2.0	-4.2	-4.6
CN(c1ccccc1)S(=O)(=O)c1cccc(C(=O)Nc2ccc3c(c2)CCC3)c1	-7.6	0.7	-0.7	-0.8	1.3	-35.0	-4.5	-28.5	-19.2
CSC1=NCCN1C(=O)c1ccc2ccccc2c1	5.8	1.2	-1.2	5.0	-2.7	-0.4	0.5	0.7	1.6
C/C(=N\OC(=O)c1c(-c2c(F)cccc2Cl)noc1C)c1nccs1	2.2	3.7	-1.6	-0.7	-4.3	5.4	5.9	-3.1	3.6
CC(=O)N(c1cccc(C(F)(F)F)c1)c1nc(/C=C/C(=O)O)cs1	5.8	-0.6	-0.3	0.1	-3.1	0.8	-14.4	-1.2	-7.2
COc1ccc(/C=N/NC(=O)CNC(=O)c2cccs2)cc1	1.4	2.0	0.3	-0.7	-2.8	5.2	0.9	1.5	-1.8
CN(CC(=O)Nc1ccc(F)c(F)c1F)C(=O)Cc1ccc2c(c1)OCCO2	1.6	3.2	2.3	-7.2	1.0	5.2	-0.2	-4.7	-3.7
CCCC1=[N+](CC(=O)c2ccccc2)CCn2c(C)ccc21	5.6	12.3	-5.3	-6.0	-6.0	-3.6	-7.9	-2.1	2.7
CN1CCN(C(=S)Nc2cc([N+](=O)[O-])ccc2Cl)CC1	6.3	0.2	.	3.8	7.9	-4.9	2.3	-7.2	-0.9
CCCCOC(=O)C1=C(C)NC(=O)NC1c1ccc(OC)cc1 (stereo not drawn)	-0.3	2.9	1.3	-1.3	-3.5	0.6	1.3	-8.4	1.6
CC(=O)Nc1ccc(NC(=O)Cc2sc(C)nc2-c2ccc(C)cc2)cc1	-3.7	-2.0	1.8	-4.1	-2.3	0.8	9.9	6.2	-24.8
Cc1c(C)n(C)c2ccc(C(=O)NCCCN3CCN(C)CC3)cc12	9.8	0.7	1.9	-7.3	-3.0	1.8	-15.4	-2.9	10.1
Cc1ccc(NC(=O)CC2C(=O)N(Cc3ccccc3)C(=S)N2NC(=O)c2ccccc2)c(C)c1 (stereo not drawn)	1.3	-4.1	0.7	-1.3	-0.5	-6.5	-3.1	-5.7	-8.2
COc1cc(NS(=O)(=O)c2ccc(OC)c(C)c2C)c(OC)cc1Cl	0.4	0.4	0.0	6.0	-1.9	9.7	11.1	2.2	2.4
CC(=O)c1ccc(Nc2nc(N3CCOCC3)nc(N3CCOCC3)n2)cc1	-2.6	-0.1	-1.9	-1.0	-1.3	-1.9	-0.7	-0.4	-1.4
Cc1cccc(-n2c3nc(=O)[nH]c(=O)c-3cc3c(C)nn(-c4ccccc4)c32)c1	5.0	-2.9	-2.9	3.8	3.7	3.0	-5.2	3.0	11.5
CC(=O)/C=C1/C(=O)Nc2ccccc21	-6.5	1.1	-0.9	3.4	-2.7	3.7	8.3	-2.9	-4.0
O=C(c1ccc(N2C(=O)CCC2=O)cc1)N1CCOCC1	-0.1	0.7	-0.2	2.1	1.1	-4.2	-1.1	-2.8	-0.6
O=C(CSc1ccc(-c2cccc([N+](=O)[O-])c2)nn1)NCc1ccccc1	0.6	-1.6	1.4	2.6	-5.3	8.3	-0.8	-2.8	-0.7
COc1ccc(-c2noc(C3CCCN(C(=O)Nc4ccccc4)C3)n2)cc1 (stereo not drawn)	0.2	1.9	-0.7	-1.0	-0.3	-4.2	-9.9	0.2	1.4
Nc1ccc(N=Nc2ccccc2)c(N)n1	0.2	-0.4	1.0	6.0	1.1	5.2	-3.0	2.6	-8.7
Cc1ccccc1NC(=O)Nc1ccc2c(c1)CCC2	0.5	-2.7	1.0	4.7	-1.7	1.3	12.1	0.0	-0.5
CCOC(=O)NC(=O)/C(N=Nc1cccc(C(F)(F)F)c1)=C(\C)O	5.3	-6.5	1.3	-0.8	-5.0	3.1	10.2	-2.4	10.4
Cc1cc(C(=O)N2CCN(c3ncccn3)CC2)sc1-c1ccccc1	1.2	-4.4	2.0	5.8	-0.8	1.7	1.3	-0.1	6.0
C[C@@H]1CN(C(=O)c2cc(COc3cccc(C(F)(F)F)c3)on2)C[C@H](C)O1	-0.3	-4.3	3.7	-5.9	-1.8	3.0	-4.2	0.7	4.0
CCOC(=O)c1ccc(Oc2cn[nH]c2-c2ccc(OCC(=O)NN)cc2O)cc1	3.7	-2.3	0.0	-1.3	2.6	-17.1	-5.0	-6.1	7.2
CCS(=O)(=O)c1nc(S(=O)(=O)c2ccc(Cl)cc2)c(N2CCN(CCO)CC2)s1	3.1	-1.3	-1.7	-2.3	0.9	0.6	-0.9	0.5	5.6
O=C(COC(=O)c1ccccc1OC(F)F)Nc1ccc2[nH]c(=O)[nH]c2c1	-8.8	-1.8	-0.4	4.2	0.7	-1.1	0.7	-2.1	-12.9
Cn1c(=O)c2[nH]c(N3CCN(c4cccc(O)c4)CC3)nc2n(C)c1=O	4.2	-0.1	-0.4	-3.3	-2.2	2.3	17.3	2.6	8.2
CN(Cc1ccco1)C(=O)Cn1c(=O)oc2cc(S(=O)(=O)NCc3ccccc3)ccc21	2.4	-2.8	0.2	-1.7	0.9	0.1	12.3	1.0	1.9
O=C(Cn1c(NCCO)nc2ccccc21)c1ccc(F)cc1	3.1	-2.8	2.2	-0.5	-1.3	3.8	3.4	6.9	-1.4
CCOC(=O)c1ccc(NC(=O)Cn2nnc(-c3ccccc3F)n2)cc1	1.9	1.2	2.6	-9.4	-5.1	-3.1	-4.0	2.8	-6.9
Cc1cccc(CSCCNC(=O)CN(c2cc(C)cc(C)c2)S(C)(=O)=O)c1	4.1	-0.7	0.1	0.5	3.0	-3.6	-4.2	-1.2	3.1
Cc1cc(NC(=O)C(=O)c2c(C)[nH]c3ccccc23)no1	4.3	-0.6	0.4	6.5	-4.7	-8.1	-5.5	-2.5	-2.2
COc1cc(NS(=O)(=O)c2ccc(N)cc2)ncn1	5.8	2.2	2.5	5.9	0.6	0.2	2.5	-0.8	5.5
CCOn1c(-n2nc(C)cc2C)nc2ccccc2c1=O	1.9	1.1	0.0	-6.1	7.5	-7.2	-3.8	1.1	-0.6
COc1ccc(NC(=O)CC2(CC(=O)O)CCCC2)cc1	-1.1	-0.7	-0.5	7.5	5.6	-5.7	5.1	2.7	-3.3
Cc1onc(-c2c(F)cccc2Cl)c1C(=O)N1CCN(S(C)(=O)=O)CC1	-0.5	-1.7	1.2	-0.2	-1.7	-0.4	-12.1	0.7	1.2
